Assay outcomes from PubChem.
MRP resist rev – reverses drug resistance mediated by MRP. H69AR cells + 2 uM doxorubicin, CellTiter-Glo, 72 h. differential viability (reversal), % at 10 µM. 0.04% of 85,000 active. AID 602;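 active = viability drop by adding the cancer drug above about 55%, with treated viability meeting a 40% cutoff, limit read from the data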;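 also: viability without doxorubicin minus viability with 2 µM doxorubicin for each compound; larger differential means the compound sensitizes cells more to doxorubicin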
NFkB transloc inh – blocks IL-1B driven NFkB nuclear translocation in HUVEC cells; HUVEC IL-1B NFkB p65 nuclear translocation imaging; inhibition, % at 2 µM; 0.43% of 94,000 active;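 active = inhibition above about 30% together with a positive call from visual inspection of the well image, limit read from the data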;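 also: nuclear over cytoplasmic p65 intensity ratio measured by imaging; 0% = IL-1B stimulated DMSO wells and 100% = unstimulated DMSO wells; values of inactives mirror those of a sister screen read the other way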
NFkB transloc pot – enhances IL-1B driven NFkB nuclear translocation; AID 819; HUVEC IL-1B NFkB p65 nuclear translocation imaging; 0.3% of 94,000 active; activation, % at 2 µM;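 active = activation above 40%, about the mean plus 3 SD, also judged a hit on visual image review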;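 also: percent activation is computed from the nuclear over cytoplasmic p65 intensity ratio; values of inactives mirror those of a sister screen read the other way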
Bcl-B TR3 displacers – displacers of TR3 peptide from Bcl-B, primary screen, selectivity assay for Bfl-1 inhibitor project, biochemical, fluorescence polarization; FP displacement of FITC-TR3 peptide from Bcl-B; higher % means a stronger effect; displacement, % at 20 µM, or IC50 in µM where a hit was titrated; AID 748; 0.11% of 96,000 active;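 active = displacement above 50% at 20 µM plus a fluorescence interference ratio under 1.5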;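 also: plate controls were wells without compound for no effect and wells lacking Bcl-B protein for full effect; a part of the inactive calls stands beside numbers as strong as those of hits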
PLAP inhibitors HTS – PLAP enzyme inhibitors, biochemical, luminescence, HTS (AID 690). one-dose inhibition, % at 20 µM; IC50 in µM for titrated hits. 0.08% of 96,000 active. purified PLAP, luminescent substrate; higher % means a stronger effect; in the data active = a potency from the dose series; inactive = the rest, 99 in 100 with inhibition below about 30%; also: strong numbers were not always called active
MRP resist rev cytotoxicity – also measured in MRP resist rev; calls as there; viability, %; H69AR cells, CellTiter-Glo, 72 h; measured here: cytotoxicity without doxorubicin
MRP resist rev with doxorubicin – second read-out of MRP resist rev, no call of its own (marks repeat the call); viability, %; measured here: viability with 2 uM doxorubicin; stronger effect = lower value
NFkB transloc inh cell count 2 µM – second read-out of NFkB transloc inh, no call of its own (marks repeat the call); cell count; measured here: cells passing quality filter;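 raw number of nuclei counted in each imaged well without normalization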
NFkB transloc pot cell count 2 µM – further read-out of NFkB transloc pot, marked with its call; cell count; measured here: cells passing quality filter
* = called active by the depositor; . = no result given. This is a subset, so the mix of outcomes need not match the whole.

SMILES	MRP resist rev	MRP resist rev cytotoxicity	MRP resist rev with doxorubicin	NFkB transloc inh	NFkB transloc inh cell count 2 µM	NFkB transloc pot	NFkB transloc pot cell count 2 µM	Bcl-B TR3 displacers	PLAP inhibitors HTS
Cc1cc(=O)n2c3c(cccc13)CCC2	5	91	86	-3	69	3	69	-10%	-1%
Cc1cc(NC(=O)CCCC(=O)Nc2ccc(F)cc2)no1	10	96	86	2	149	-2	149	4%	2%
CCOC(=O)N1CCN(C(=O)CSc2ccc(Cl)cc2)CC1	13	101	88	-8	104	8	104	-3%	-44%
NS(=O)(=O)c1ccc(NCc2cc(Cl)ccc2OCc2ccccc2F)cc1	.	.	.	3	145	-3	145	-9%	13%
CO/N=C/c1ccc(Sc2ccccc2)c([N+](=O)[O-])c1	19	101	82	-15	81	15	81	2%	39%
NC(=O)CSc1nc(-c2ccccc2Cl)ns1	13	93	79	3	109	-3	109	-3%	12%
c1ccc(-c2[nH]ncc2-c2nc3ccccc3[nH]2)cc1	5	91	86	-20	227	20	227	-8%	-45%
O=C(O)c1ccc(-c2ccccc2C(F)(F)F)o1	10	102	93	14	84	-14	84	-6%	1%
CSc1ccccc1NC(=O)c1noc2c1CCC2	-1	65	66	-5	145	5	145	13µM*	-13%
Cc1nc2ccccc2c(=O)n1NC(=O)c1c(O)c2ccccc2n(C)c1=O	0	97	97	.	.	.	.	-22%	14%
NC(=O)CCS(=O)(=O)c1ccccc1	-18	100	118	1	111	-1	111	1%	-1%
COc1ccc(C(=O)NCC(=O)OCC(=O)Nc2c(C)n(C)n(-c3ccccc3)c2=O)cc1	-3	81	84	14	99	-14	99	-5%	-10%
O=C(c1cn(-c2ccccc2)nc1-c1ccccc1)n1nnc2ccccc21	-18	81	99	-12	168	12	168	-11%	6%
COC(=O)c1cc(NC(=O)CSc2nc(C)cc(=O)[nH]2)cc(C(=O)OC)c1	-5	85	90	-20	169	20	169	-9%	-6%
Cc1cc(NC(=O)c2cc(-c3cccs3)on2)no1	-4	106	109	-32	200	32	200	-7%	-7%
Cc1csc(=N)n1-c1ccc(Cl)cc1	7	100	93	9	79	-9	79	-2%	18%
CN(C)CCCNC(=O)c1cc(Br)ccc1Cl	15	97	83	-8	43	8	43	-7%	5%
O=C(CSc1nc2ccccc2c(=O)[nH]1)N1CCCCCC1	5	76	71	3	175	-3	175	6%	-7%
CCNC(=O)NC(=O)COc1ccccc1C#N	8	99	91	.	.	.	.	7%	4%
CCC(C)n1cnc2c(c1=O)c1nc3ccccc3nc1n2Cc1ccc2c(c1)OCO2 (configuration not stated)	18	69	51	7	161	-7	161	-42%	-40%
O=C1c2ccccc2C(=Nc2ccccc2)C1c1cccc(Br)c1 (configuration not stated)	.	.	.	-14	161	14	161	-6%	21%
Cc1cc(N2CCOCC2)nc(SCC(=O)c2ccc(Cl)cc2)n1	-2	79	81	10	140	-10	140	-9%	-30%
O=C(Nc1ccccc1Br)C1CCC(=O)N1Cc1ccccc1Cl (configuration not stated)	.	.	.	.	.	.	.	-3%	4%
CCOC(=O)c1ccccc1NC(=O)c1cccc2c1C(=O)N(C1CCN(C(=O)OCC)CC1)C2	13	42	29	5	184	-5	184	20%	-66%
CCc1ccc2c(c1)C1(NN=C(c3ccc(C)cc3)S1)C(=O)N2 (configuration not stated)	-2	2	5	13	120	-13	120	.	.

Next part, starting with the last 5 of the part before.
SMILES	MRP resist rev	MRP resist rev cytotoxicity	MRP resist rev with doxorubicin	NFkB transloc inh	NFkB transloc inh cell count 2 µM	NFkB transloc pot	NFkB transloc pot cell count 2 µM	Bcl-B TR3 displacers	PLAP inhibitors HTS
O=C1c2ccccc2C(=Nc2ccccc2)C1c1cccc(Br)c1 (configuration not stated)	.	.	.	-14	161	14	161	-6%	21%
Cc1cc(N2CCOCC2)nc(SCC(=O)c2ccc(Cl)cc2)n1	-2	79	81	10	140	-10	140	-9%	-30%
O=C(Nc1ccccc1Br)C1CCC(=O)N1Cc1ccccc1Cl (configuration not stated)	.	.	.	.	.	.	.	-3%	4%
CCOC(=O)c1ccccc1NC(=O)c1cccc2c1C(=O)N(C1CCN(C(=O)OCC)CC1)C2	13	42	29	5	184	-5	184	20%	-66%
CCc1ccc2c(c1)C1(NN=C(c3ccc(C)cc3)S1)C(=O)N2 (configuration not stated)	-2	2	5	13	120	-13	120	.	.
CCCc1ccc(C2C3=C(CC(C)(C)CC3=O)NC3=C2C(=O)c2ccccc23)cc1 (configuration not stated)	.	.	.	-10	134	10	134	-7%	3%
COc1cccc(/C=N/n2c(SC)nnc2-c2ccccc2)c1OC	5	96	91	-2	167	2	167	-1%	-44%
NC(=O)c1ccc(C(F)(F)F)n(Cc2cccc(Cl)c2)c1=O	.	.	.	4	174	-4	174	5%	-2%
Cc1ccc(NC(=O)Cn2nc(C)c3ccccc3c2=O)c(C)c1	10	96	86	-7	58	7	58	4%	-16%
Cc1cc(NC(=O)CSc2nnc(COc3cccc(C)c3C)n2C)no1	-6	91	97	15	109	-15	109	-2%	4%
COc1ccc(NC(=O)Cc2nnc(SCC(=O)Nc3cc(C)ccc3OC)n2C)cc1	12	93	80	-2	162	2	162	-6%	-6%
CC1(C)C/C(=C(/C#N)C(N)=O)CCO1	-1	100	102	-13	132	13	132	-16%	18%
O=C(Nc1ccc(Cl)cc1)NC1CCCC1Cc1ccco1 (configuration not stated)	-5	85	89	-18	130	18	130	-7%	13%
O=C(Cn1c(=O)oc2ccccc21)Nc1nnc(N2CCCCCC2)s1	.	.	.	5	165	-5	165	8%	9%
Cn1c(=O)c(NCCO)c2c3c(cccc31)C(=O)c1ccccc1-2	-13	55	68	-25	150	25	150	165%	12%
O=C(Cc1ccccc1)N/N=C/c1ccccn1	.	.	.	-12	142	12	142	.	.
Cc1ccc(S(=O)(=O)Nc2ccc3ncccc3c2)cc1	.	.	.	-14	143	14	143	10%	2%
Cc1noc(C)c1C(=O)OCC(=O)c1cc(C)n(Cc2ccccc2Cl)c1C	1	78	78	6	102	-6	102	-19%	-46%
O=C(O)C1CCCCC1C(=O)Nc1ccccc1Cl (configuration not stated)	-3	89	92	-11	94	11	94	-4%	15%
O=[n+]1cc(-c2ccc(F)cc2)n([O-])c2c1CCC2	-5	97	102	-12	158	12	158	-4%	22%
COc1ccc(NC(=O)CSc2nc(C)c3c(c2C#N)CCCC3)cc1	10	100	90	-7	157	7	157	-1%	8%
CNC(=O)NC(=O)CSc1nnc(C(F)(F)F)n1C	-4	86	90	5	66	-5	66	-3%	7%
C=CCn1cc(C(=O)NCC2CCCO2)c(=O)c2cc(S(=O)(=O)N3CCCCCC3)ccc21 (configuration not stated)	-15	76	91	-13	202	13	202	-7%	-34%
CCCS(=O)(=O)N1CCCC(C(=O)NCCc2ccc(OC)c(OC)c2)C1 (configuration not stated)	.	.	.	-16	136	16	136	-10%	-16%
COc1cccc(-c2nc(CS(=O)CC(=O)NCCCOC(C)C)c(C)o2)c1 (configuration not stated)	20	101	81	10	134	-10	134	-2%	-25%
COc1ccc(S(=O)(=O)N2CCC(n3cnc4cc(C(F)(F)F)ccc43)CC2)cc1	-4	41	45	.	.	.	.	-2%	-79%
CC(C)COC(=O)Nc1ccc(C(=O)O)cc1	4	98	93	2	170	-1	170	1%	8%
COc1ccc(C)cc1C(=O)C1CC(C(=O)O)C(C)(C)C1C (configuration not stated)	16	97	81	7	101	-7	101	-19%	14%
CSc1nnnn1CCn1nnnc1SC	3	102	99	2	101	-2	101	-3%	3%
CCOc1ccc(NCCC(=O)c2ccc3c(c2)OCO3)cc1	2	91	89	0	139	0	139	-6%	16%
SMILES	MRP resist rev	MRP resist rev cytotoxicity	MRP resist rev with doxorubicin	NFkB transloc inh	NFkB transloc inh cell count 2 µM	NFkB transloc pot	NFkB transloc pot cell count 2 µM	Bcl-B TR3 displacers	PLAP inhibitors HTS
O=C(Nc1cccc(Cl)c1)C1CCCN(S(=O)(=O)c2cnc[nH]2)C1 (configuration not stated)	14	87	73	8	191	-8	191	8%	-34%
COC(=O)C(C)Sc1nnc(Cc2cc(=O)[nH]c(=O)[nH]2)n1-c1ccc(Cl)cc1 (configuration not stated)	-5	94	99	-1	51	1	51	8%	-16%
O=C(O)CN(c1ccccc1F)S(=O)(=O)c1ccccc1	.	.	.	-2	124	2	124	-4%	1%
Cc1cccc(C)c1Oc1nc(-c2ccccc2)ncc1S(=O)(=O)c1ccccc1	.	.	.	-4	109	4	109	0%	1%
CCCCCC(=O)NC(=S)Nc1ccc(N2CCCCC2)c(Cl)c1	.	.	.	.	.	.	.	-4%	-8%
CCOC(=O)Cc1csc(NC(=O)COc2ccc(OC)cc2)n1	1	86	85	4	182	-4	182	-4%	0%
Cc1ccccc1-n1nnnc1-c1ccccc1	12	109	97	5	192	-5	192	11%	-2%
COc1ccc(-c2c(-c3ccc(O)cc3O)n[nH]c2C)cc1OC	-18	21	39	-7	156	7	156	0%	-216%
CCOc1ccc(N/C=C/C(=O)c2ccc(OC)cc2)c([N+](=O)[O-])c1	.	.	.	3	45	-3	45	-2%	28%
Cn1c(=O)n(CC(=O)N2CCOCC2)c2ccccc21	-3	95	99	-17	114	17	114	.	.
COc1ccc(Nc2oc(-c3cccs3)nc2C#N)cc1	-12	68	81	3	122	-3	122	3%	2%
Nc1nc(SCC(=O)NC2CCCCC2)[nH]c(=O)c1-c1ccccc1	.	.	.	-13	169	13	169	8%	1%
N/C(=N\c1nc2c(c(=O)[nH]1)CCC2)Nc1ccccc1C(F)(F)F	.	.	.	11	144	-11	144	-12%	0%
CCOc1ccc(CCNC(=O)C2CCCN(c3nn4c(=O)cc(C)nc4s3)C2)cc1OCC (configuration not stated)	-38	42	80	.	.	.	.	-6%	-53%
Cc1ccc(-c2nnn(CC(=O)N(c3cccc(F)c3)C(C(=O)NC3CCCC3)c3ccco3)n2)o1 (configuration not stated)	-17	66	83	.	.	.	.	-16%	4%
COc1ccc2cc(C(c3nnnn3Cc3ccc(F)cc3)N3CCCCCC3)c(=O)[nH]c2c1 (configuration not stated)	-23	37	60	-4	155	4	155	-5%	-70%
O=C(NC1CCCc2ccccc21)C1CCN(S(=O)(=O)N2CCCCCC2)CC1 (configuration not stated)	13	95	82	-4	117	4	117	-13%	-27%
O=C(NCc1nc2ccccc2[nH]1)c1cccc(S(=O)(=O)N2CCOCC2)c1	.	.	.	-2	181	2	181	-4%	-8%
Cc1c(C(=O)OCC(=O)c2ccc3c(c2)OCCO3)oc2ccccc12	-2	83	84	-17	138	17	138	1%	20%
CCCCN(C(=O)NC(=O)C1=C(N2CCOCC2)/C(=C/c2ccccc2)CC1)S(C)(=O)=O	3	91	88	.	.	.	.	-10%	-49%
CCN(CC)C(NC(=O)Cc1ccccc1)C(Cl)(Cl)Cl (configuration not stated)	.	.	.	-1	157	1	157	-13%	6%
CCOC(=O)c1[nH]c(=O)[nH]c1COC(=O)c1cc2ccccc2o1	.	.	.	0	124	0	124	4%	-123%
CCOC(=O)c1nnn(-c2nonc2-n2cccc2)c1CN1CCC(C)CC1	0	85	86	2	155	-2	155	0%	-19%
CCOc1cc(C(=O)OCC(=O)Nc2cc(C)on2)cc(OCC)c1OCC	-9	79	89	-3	191	3	191	0%	3%
CN1C(=O)c2c(sc3c2CCCC3)NC1c1ccccc1O (configuration not stated)	-16	64	80	.	.	.	.	-2%	-70%
SMILES	MRP resist rev	MRP resist rev cytotoxicity	MRP resist rev with doxorubicin	NFkB transloc inh	NFkB transloc inh cell count 2 µM	NFkB transloc pot	NFkB transloc pot cell count 2 µM	Bcl-B TR3 displacers	PLAP inhibitors HTS
O=C(NCc1ccccn1)c1ccc(Cl)cc1Cl	-1	105	106	-7	111	7	111	-4%	-64%
CCn1c(COc2ccccc2)nnc1SCC(=O)Nc1cc(OC)ccc1OC	7	99	92	-7	136	7	136	8%	-23%
CC(=O)N1CCN(C(=O)CCc2c[nH]c3ccccc23)CC1	-12	84	97	-2	92	2	92	-2%	0%
CC(C)(C)OC(=O)N1CCOCCOCCN(C(=O)OC(C)(C)C)CCOCC1	6	95	89	-17	158	17	158	4%	-67%
Cn1c(SCC(=O)OCc2ccccc2)nnc1-c1ccco1	-2	95	97	10	56	-10	56	-1%	-16%
O=C(O)c1ccccc1C(=O)OCc1ccccc1	17	96	79	-9	91	9	91	-8%	-18%
